High-throughput results from PubChem BioAssay.
proCasp3 act – activators of human procaspase-3. recombinant procaspase-3 D3A, Ac-DEVD-pNA absorbance 405 nm. AID 463141. activation, % at 8.5 µM. P42574. 330,000 compounds, 0.11% hits;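 active means activation above the mean of all tested compounds plus 3 SD, cut at about 21% in these data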;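 further: 0% = DMSO alone and 100% = DMSO wells spiked with extra 5 µM PC-3 D3A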
Target sequence (P42574 whole entry D9A/D28A/D175A): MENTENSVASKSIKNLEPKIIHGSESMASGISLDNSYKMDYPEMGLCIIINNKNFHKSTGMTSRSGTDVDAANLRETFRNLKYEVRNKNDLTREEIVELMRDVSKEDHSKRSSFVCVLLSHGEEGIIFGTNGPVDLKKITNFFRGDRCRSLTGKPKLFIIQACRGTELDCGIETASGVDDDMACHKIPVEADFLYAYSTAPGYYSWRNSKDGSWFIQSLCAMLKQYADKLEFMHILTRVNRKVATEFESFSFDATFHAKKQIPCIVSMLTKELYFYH
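material = Procaspase-3 D3A mutant | probe or stimulus = Ac-DEVD-pNA | compound = single dose, 8.5 µM nominal compound, 0.8% DMSO | timing = 1 h preincubation, 2 h reaction | measured by = 405 nm absorbance of p-nitroaniline, reads at 0 and 120 min | benchmarks = DMSO-only low control, 5 µM PC-3 D3A high control | repeats = singlicate, each compound tested once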
MEP2-GFP yeast – modulators of TOR pathway MEP2-GFP in S. cerevisiae. S. cerevisiae MEP2-GFP strain, flow cytometry GFP, 3 h; 100% = DMSO control level. GFP response vs DMSO, % at 10 µM. 330,000 compounds, 0.51% hits;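 active means GFP response versus DMSO above a set limit, roughly screen mean plus 3 SD, cut at about 180% in these data; inconclusive means fewer than 70 cells counted for a yeast strain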;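 further: median GFP fluorescence of the barcode-gated MEP2-GFP cells per well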
procasp7 counter – counter-screen: procaspase-7 (human) activation | P55210 | recombinant procaspase-7, Ac-DEVD-pNA absorbance 405 nm; D23A/D198A/D206A triple mutant, cannot self-cleave; scale: DMSO 0, 5 µM enzyme 100 | activation, % at 8.5 µM | 330,000 compounds, 0.093% hits;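 active means percent activation above the screen-wide mean plus 3 SD, cut at about 25% in these data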
Target sequence (P55210 whole entry D23A/D198A/D206A): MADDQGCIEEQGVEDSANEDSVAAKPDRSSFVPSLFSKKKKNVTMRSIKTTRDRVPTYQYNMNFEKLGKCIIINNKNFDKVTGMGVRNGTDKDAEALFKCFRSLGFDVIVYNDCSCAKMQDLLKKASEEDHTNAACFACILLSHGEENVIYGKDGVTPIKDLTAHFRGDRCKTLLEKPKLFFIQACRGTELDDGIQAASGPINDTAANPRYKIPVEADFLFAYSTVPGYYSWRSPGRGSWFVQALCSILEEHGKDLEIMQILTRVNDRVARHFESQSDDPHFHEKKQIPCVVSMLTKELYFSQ
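System: Uncleavable procaspase-7 mutant enzyme; Amount: 2 µM procaspase-7 mutant as dispensed; Schedule: 1 h compound preincubation, 2 h substrate cleavage, 25 °C; Measured by: 405 nm absorbance of p-nitroaniline; Evaluation: percent activation from buffer-corrected 0–120 min absorbance change; Control set: low DMSO alone, high DMSO plus 5 µM PC-7.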
GASC-1 inh – inhibitors of human GASC-1 (JMJD2C) demethylase | GST-JMJD2C(1-420) H3K9me3 demethylation, DELFIA europium | inhibition, % at 2.35 µM | 330,000 compounds, 0.069% hits;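 active means more than half of a compound's replicate wells show inhibition beyond 50%, single wells judged on their own value; inconclusive means some, but no more than half, of replicates pass 50% inhibition; inactive means no replicate passes 50% inhibition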;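 further: signal counts dimethyl H3K9 product captured on neutravidin plate; 0% = median of DMSO wells and 100% = 0.3 times that DMSO median; strong numbers were not always called active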
Target sequence (Q9H3R0 1-420 limits assumed): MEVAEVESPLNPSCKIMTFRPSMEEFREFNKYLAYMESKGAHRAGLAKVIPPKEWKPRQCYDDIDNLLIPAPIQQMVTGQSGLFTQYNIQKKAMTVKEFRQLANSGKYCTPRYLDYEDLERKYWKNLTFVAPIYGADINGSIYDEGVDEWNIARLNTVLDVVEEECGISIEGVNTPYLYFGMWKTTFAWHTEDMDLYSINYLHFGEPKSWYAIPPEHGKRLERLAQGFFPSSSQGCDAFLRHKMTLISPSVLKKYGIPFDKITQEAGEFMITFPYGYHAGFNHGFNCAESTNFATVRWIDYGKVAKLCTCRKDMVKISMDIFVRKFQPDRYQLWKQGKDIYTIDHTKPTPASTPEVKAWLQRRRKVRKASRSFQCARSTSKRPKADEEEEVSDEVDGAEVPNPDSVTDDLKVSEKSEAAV
LAP4-GFP MLPCN – modulators of TOR pathway LAP4-GFP in S. cerevisiae; S. cerevisiae LAP4-GFP multiplex, flow cytometry GFP, 3 h; median GFP as percent of DMSO wells; GFP response vs DMSO, % at 10 µM; 320,000 compounds, 0.34% hits; AID 2023;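 active means GFP response vs DMSO above a set limit, about the screen mean plus 3 SD, cut at about 150% in these data; inconclusive means under 70 cell events counted for the yeast strain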
Yeast superoxide – caloric restriction mimetics inhibiting age-related superoxide in yeast | S. cerevisiae aged cells, superoxide DHE fluorescence; stronger effect = lower value | superoxide response (% of plate mean), % at 10 µM | AID 2690 | 330,000 compounds, 0.18% hits;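 active means superoxide response under a set limit, about three screen SD below normal, cut at about 65% in these data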;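 further: yeast aged for seven days with compound at 30 °C before DHE staining; 100% = average MFI of all compound-treated wells on the plate with controls excluded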
AHR act – human AHR activation; P35869; AHR-responsive luciferase reporter cells, luminescence; activation, % at 5 µM; 320,000 compounds, 2.5% hits; AID 2796; in the data active means activation above about 47%;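 further: 0% = vehicle wells and 100% = reference agonist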
RPL19A-GFP yeast – alters RPL19A-GFP fluorescence in TOR pathway yeast screen; S. cerevisiae RPL19A-GFP strain, flow cytometry, 3 h; stronger effect = lower value; percent response vs DMSO, % at 10 µM; 330,000 compounds, 0.3% hits;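 active means percent response vs DMSO below 50%; inconclusive means fewer than 70 events counted for the yeast strain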;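 further: median channel GFP fluorescence of the barcoded RPL19A-GFP strain; ratio of sample median GFP to plate DMSO average so 100% = DMSO; lower means less RPL19A-GFP as with rapamycin TOR inhibition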
* = called active by the depositor; ? = inconclusive; / = not tested or not shown.

SMILES | proCasp3 act | MEP2-GFP yeast | procasp7 counter | GASC-1 inh | LAP4-GFP MLPCN | Yeast superoxide | AHR act | RPL19A-GFP yeast
O=C(OCc1ccccc1)c1cnc(Cl)c(Cl)c1 | -1 | 108 | 1 | -1 | 93 | 93 | 0 | 101
Cc1nn2c(-c3ccc(Cl)cc3Cl)nnc2s1 | 9 | 103 | 3 | ? | 102 | 93 | 4 | 98
COc1cccc(CNCCSc2nnnn2C)c1OC | 1 | 107 | 6 | -3 | 101 | 95 | 1 | 98
COc1ccc(NC(=O)COC(=O)C2CC3C=CC2C3)cc1 (stereo not given) | 2 | 96 | 6 | 0 | 98 | 96 | 3 | 96
O=S(=O)(c1ccccc1)N1CCN(c2ccccc2)CC1 | 0 | 102 | -1 | 12 | 115 | 97 | -1 | 100
Cc1ccc(Sc2ncccc2C(N)=O)cc1 | 3 | 96 | 0 | -7 | 93 | 95 | -2 | 95
COc1ccc(-c2cc3nc(C)cc(C)n3n2)cc1 | -4 | 103 | -8 | -13 | 101 | 107 | 40 | 100
O=C1CSC(c2cccc(F)c2)N1c1ccccc1F (stereo not given) | 8 | 100 | 4 | 2 | 104 | 107 | 1 | 95
COC(=O)CN(C)C(=O)c1ccc(OC2CCN(S(=O)(=O)N(C)C)CC2)cc1 | -5 | 97 | 7 | 3 | 101 | 104 | 0 | 99
O=C(COC(=O)/C=C/c1cccc(C(F)(F)F)c1)Nc1ccc(Cl)cn1 | 9 | 98 | -1 | 2 | 105 | 116 | 2 | 100
CCCCN(Cc1cc2cc(C)ccc2[nH]c1=O)C(=O)c1ccccn1 | -3 | 102 | 0 | -3 | 101 | 87 | 9 | 99
CCC(=O)Nc1c(-c2ccccc2Cl)c(=O)c2ccccc2n1C | 6 | 90 | 7 | 0 | / | 97 | 0 | 83
CC(C)(C)c1ccc(OCCCNC2CCCC2)cc1 | 0 | 97 | 7 | -14 | 99 | 114 | 0 | 98
O=C(Cn1cc(C(F)(F)F)ccc1=O)N1CCc2ccccc21 | 10 | 101 | 3 | 9 | 100 | 94 | 2 | 98
CC(C)NC(=O)c1cc2c(C(F)(F)F)nn(C)c2s1 | -9 | 95 | 3 | -12 | 96 | 82 | 10 | 93
Cc1ccc2cc(C3C(C#N)=C(N)Oc4c3ccc3cccnc43)c(=O)[nH]c2c1 (stereo not given) | -8 | 104 | -6 | 14 | 105 | 142 | 15 | 99
COc1cccc(-n2c(Cc3cc(=O)[nH]c(=O)[nH]3)nnc2SCC(=O)NC2CCCCC2)c1 | 6 | 109 | -8 | 0 | 102 | 110 | 3 | 101
Nn1cc(-c2ccccc2)nc1SCC(=O)NCCc1ccccc1 | 6 | 115 | -3 | -16 | 112 | 107 | 13 | 104
COc1ccc(COC(=O)c2n[nH]c3ccccc23)cc1F | 9 | 109 | -8 | -46 | 112 | 92 | 7 | 102
CC1CCN(Cc2nc(-c3ccccc3)no2)CC1 | -2 | 98 | -2 | -6 | 98 | 111 | 8 | 100
Cc1sc2ncnc(SCC(=O)N3c4ccccc4Sc4ccc(Cl)cc43)c2c1C | -1 | 104 | 15 | -4 | 97 | 106 | 1 | 99
Cc1ccccc1C(=O)/C(C#N)=N/Nc1c(C)n(C)n(-c2ccccc2)c1=O | 4 | 95 | -3 | -4 | 106 | 109 | 1 | 95
COc1cc(-c2nc3c[n+](CC(=O)c4ccccc4)ccc3n2C)cc(OC)c1OC | 0 | 102 | 2 | -1 | 93 | 98 | 1 | 101
Cc1ccc(Cc2cnc(NC(=O)CN3CCOCC3)s2)cc1Cl | 1 | 104 | 4 | 1 | 107 | 107 | 0 | 101
O=C(Nc1ccccc1C(=O)NCc1ccccc1)c1ccccc1Br | -2 | 99 | -1 | 5 | 94 | 103 | 1 | 102
O=C(c1c[nH]c2ccccc12)N1CCOCC1 | 1 | 93 | -2 | 2 | 96 | 100 | 7 | 89
COc1cc(C(=O)Nc2ccc(NC(=O)c3ccccc3)nc2)cc(OC)c1OC | -1 | 104 | 1 | -11 | 97 | 89 | -1 | 101
COc1ccc(C)cc1NC(=O)/C=C/c1ccc(OC)c(S(=O)(=O)N2CCOCC2)c1 | 6 | 101 | 8 | / | 108 | 94 | 2 | 105
O=C1C(Nc2ccccc2)=CC(c2ccc(O)cc2)N1c1ccccc1 (stereo not given) | 4 | 96 | 3 | 1 | 99 | 106 | 1 | 98
COc1cccc(CNC(=O)COC(=O)c2nc(Cl)c(Cl)c(Cl)c2Cl)c1 | -4 | 112 | 14 | -11 | 108 | 119 | 0 | 106
O=C(O)c1ccc(/C=C2\COc3ccccc3C2=O)cc1 | -7 | 107 | 6 | -19 | 135 | 103 | -1 | 97
CCOc1ccccc1N(CC(=O)NCC1CCCO1)C(=O)CCC(=O)Nc1cc(C)on1 (stereo not given) | 8 | 103 | 4 | -10 | 91 | 87 | 2 | 104
O=C(CN(Cc1ccccc1F)S(=O)(=O)c1ccc(Cl)cc1)NCC1CCCO1 (stereo not given) | -1 | 106 | 4 | 6 | 106 | 104 | -3 | 105
Cc1ccc(/C=C2\SC(=S)N(CCCC(=O)N3CCOCC3)C2=O)cc1 | 0 | 85 | 3 | -4 | 70 | 97 | -5 | 101
O=[N+]([O-])c1ccc(N/N=C/C=C/c2ccco2)cc1 | -32 | 106 | -30 | / | 127 | 87 | 0 | 95
CC#CCCCC(=O)Nc1ccc(C(=O)O)cc1 | 3 | 99 | -13 | 5 | 88 | 99 | 0 | 102
Cc1c(CN2CCCC(C(=O)c3cccc(Cl)c3)C2)c(=O)n(-c2ccccc2)n1C (stereo not given) | -2 | 98 | -7 | 8 | 103 | 98 | 5 | 100
CN1C(=O)Cc2cc(S(=O)(=O)NCCc3ccc(Cl)cc3)ccc21 | 8 | 99 | 3 | 38 | 91 | 84 | -1 | 98
CCCC(=O)NC(c1cccs1)c1cc([N+](=O)[O-])c2cccnc2c1O (stereo not given) | -17 | 95 | -33 | -4 | 89 | 106 | 3 | 96
CC(C)(C)NC(=O)C(c1cccs1)N(Cc1ccco1)C(=O)c1csnn1 (stereo not given) | -3 | 97 | -5 | -7 | 88 | 118 | 2 | 91

The list goes on, overlapping the part above by 7 compounds.
SMILES | proCasp3 act | MEP2-GFP yeast | procasp7 counter | GASC-1 inh | LAP4-GFP MLPCN | Yeast superoxide | AHR act | RPL19A-GFP yeast
Cc1ccc(/C=C2\SC(=S)N(CCCC(=O)N3CCOCC3)C2=O)cc1 | 0 | 85 | 3 | -4 | 70 | 97 | -5 | 101
O=[N+]([O-])c1ccc(N/N=C/C=C/c2ccco2)cc1 | -32 | 106 | -30 | / | 127 | 87 | 0 | 95
CC#CCCCC(=O)Nc1ccc(C(=O)O)cc1 | 3 | 99 | -13 | 5 | 88 | 99 | 0 | 102
Cc1c(CN2CCCC(C(=O)c3cccc(Cl)c3)C2)c(=O)n(-c2ccccc2)n1C (stereo not given) | -2 | 98 | -7 | 8 | 103 | 98 | 5 | 100
CN1C(=O)Cc2cc(S(=O)(=O)NCCc3ccc(Cl)cc3)ccc21 | 8 | 99 | 3 | 38 | 91 | 84 | -1 | 98
CCCC(=O)NC(c1cccs1)c1cc([N+](=O)[O-])c2cccnc2c1O (stereo not given) | -17 | 95 | -33 | -4 | 89 | 106 | 3 | 96
CC(C)(C)NC(=O)C(c1cccs1)N(Cc1ccco1)C(=O)c1csnn1 (stereo not given) | -3 | 97 | -5 | -7 | 88 | 118 | 2 | 91
CN(C)c1nc(OCc2ccccc2)c2ncc(=O)[nH]c2n1 | 3 | 108 | 4 | / | 113 | 91 | -3 | 107
CCCCC(CC)CNC(=O)CCS(=O)(=O)c1cccc2nsnc12 (stereo not given) | 3 | 99 | -10 | 19 | 91 | 104 | 1 | 96
CN(C)C(=O)C(CCN1CCC(O)(c2ccc(Cl)cc2)CC1)(c1ccccc1)c1ccccc1 | 4 | 93 | 1 | 40 | 107 | 98 | -3 | 99
COc1ccccc1/C=N/NC(=O)c1ccc(-c2ccccc2)cc1 | 4 | 120 | 1 | 2 | 112 | 107 | 18 | 120
COc1ccccc1C(=O)N1CCN(c2ccccn2)CC1 | 4 | 93 | -5 | 4 | 88 | 107 | 0 | 95
O=C(Cc1ccc(Cl)cc1)Nc1ccccc1C(=O)Nc1ccc(C(=O)O)cc1 | 0 | 98 | 8 | 2 | 89 | 79 | 0 | 96
Cc1cc(C)c(OCCNC(=O)c2ccccc2Sc2ccccc2C#N)c(C)c1 | 4 | 103 | 3 | 4 | 96 | 116 | 6 | 105
O=C(NCc1ccco1)C1CCCN(S(=O)(=O)c2cccc3nsnc23)C1 (stereo not given) | 2 | 100 | -2 | -20 | 94 | 116 | 3 | 99
O=C(Nc1ncccc1O)c1cccc(S(=O)(=O)N2CCc3ccccc32)c1 | -3 | 101 | 7 | 9 | 109 | 109 | 3 | 100
O=C(/C=C/c1c(Cl)cccc1Cl)n1cccn1 | 5 | 104 | 2 | -3 | 110 | 97 | 5 | 100
CC1CN(C(=O)CCC(=O)N2CCOCC2)c2ccccc2O1 (stereo not given) | 3 | 101 | 5 | 6 | 99 | 95 | 1 | 101
COc1ccc(CNC(=O)[C@@H]2CC=C[C@@H]3CCN(C4CC4)C(=O)[C@@H]32)cc1 | -10 | 97 | -1 | -1 | 121 | 103 | 3 | 101
COc1ccc(Cl)cc1NC(=O)CN(C)C(=O)COc1ccccc1F | 2 | 99 | 3 | 3 | 89 | 81 | 11 | 106
COc1ccc([C@@H]2Sc3cc(OC)ccc3N(CCN(C(C)C)C(C)C)C(=O)[C@H]2OC(C)=O)cc1 | -8 | 99 | -3 | 3 | 103 | 91 | -1 | 103
CO/N=C(/CS(=O)(=O)c1ccc(C)cc1)c1ccc(OC)cc1 | -3 | 95 | 5 | -22 | 97 | 107 | -5 | 92
Cc1ccc(-c2cc(NC(=O)CSc3n[nH]c(N)n3)n(-c3ccccc3)n2)cc1 | 7 | 89 | 12 | 1 | 94 | 94 | 0 | 85
O=c1c2[nH]c3ccc(Br)cc3c2ncn1Cc1ccncc1 | 4 | 107 | 14 | 10 | 108 | 83 | 20 | 104
COc1cccc(NC(=O)c2nnn(CCc3ccccc3)c2N)c1 | 4 | 99 | -3 | -4 | 106 | 97 | 3 | 97
CCNc1nc(OC)nc(N2CCC(Cc3ccccc3)CC2)n1 | 4 | 116 | -1 | 3 | 94 | 119 | -2 | 102
